# KinaseGlo FLuc: counter-screen: inhibitors of Kinase-Glo firefly luciferase | Kinase-Glo luciferase, ATP luminescence, 8 min | Potency, µM (doses to about 38.3 µM), without a hit: at the highest dose activity change, negative = inhibition, actives largely listed as inhibitors | 200,000 compounds, 0.28% hits; also: potency is read from the fitted curve at half-maximal effect; % is scaled to controls: 0 for no effect and ±100 for the full control effect; nearly all actives have a fitted effect of over 60% in size
#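 Kinase-Glo luciferase light output from ATP and luciferin was measured with 10 uM ATP, within the enzyme's linear range. Buffer: 50 mM imidazole pH 7.2, 50 mM KCl, 7 mM MgCl2, 0.01% Tween 20, 0.05% BSA; luminescence read after 8 min at ambient temperature.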
# HttQ103 aggreg: mutant huntingtin aggregation inhibition; PC12 HttQ103-GFP aggregates, Acumen cytometry, 40 h; Potency, µM (top dose mostly 46.1 µM), without a hit: at the highest dose activity change, negative = inhibition, hits mostly inhibitors; 220,000 compounds, 1.1% hits; also: potency is read from the fitted curve at half-maximal effect; % is scaled to controls: 0 for no effect and ±100 for the full control effect; nearly all actives have a fitted effect of over 60% in size
#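 Steps: seed 1500 PC12 HTTQ103-GFP cells/well; add tebufenozide, 100 nM final; add compound titration; add ATPLite reagent; quantify GFP aggregates by laser scanning cytometry.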
# NPSR antag: antagonists of human neuropeptide S receptor cAMP signaling; Q6W5P4; 220,000 compounds, 1% hits; Potency, µM (series often up to 38.3 µM), without a hit: at the highest dose activity change, negative = inhibition, most hits filed as inhibitors; CHO-NPSR cells, cAMP TR-FRET, antagonist mode; AID 1461; also: potency is read from the fitted curve at half-maximal effect; % is scaled to controls: 0 for no effect and ±100 for the full control effect; nearly all actives have a fitted effect of over 50% in size; many of its hits are not listed in these tables
# Target sequence (Q6W5P4 whole entry, looked up): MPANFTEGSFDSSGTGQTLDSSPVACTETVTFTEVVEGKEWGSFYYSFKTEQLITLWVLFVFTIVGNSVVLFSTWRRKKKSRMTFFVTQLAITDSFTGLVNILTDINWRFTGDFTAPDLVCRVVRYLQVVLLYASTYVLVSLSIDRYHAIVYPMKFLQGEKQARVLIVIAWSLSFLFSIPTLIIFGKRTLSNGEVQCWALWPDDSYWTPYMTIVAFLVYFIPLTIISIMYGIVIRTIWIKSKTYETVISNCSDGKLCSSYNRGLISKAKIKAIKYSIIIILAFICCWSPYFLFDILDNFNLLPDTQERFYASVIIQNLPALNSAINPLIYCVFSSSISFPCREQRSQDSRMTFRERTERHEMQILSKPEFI
# Epigenetic reg: derepresses silenced GFP reporter in murine cells; Potency, µM (series often up to 53.9 µM), for the others: at the top dose GFP activation, most hits filed as activators; AID 1865; murine LDR cells, GFP reporter derepression, 30 h; 280,000 compounds, 0.2% hits; also: potency is read from the fitted curve at half-maximal effect; % of control where 0% means no effect; nearly all actives have a fitted effect of over 60% in size
#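 Reporter derepression read as number of fluorescent GFP-positive objects, 20-120 um in size, counted by laser-scanning cytometer. Mouse LDR line with an epigenetically silenced CMV-GFP locus; compound incubation 30 h, 37 C.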
# CBFb RUNX1 block: inhibitors of human CBF-beta and RUNX1 interaction. Q01196+Q13951. AlphaScreen CBFb-His/RUNX1-biotin binding, biochemical. Potency, µM (titrated, usually from 59.8 µM), without a hit: at the highest dose activity, negative = inhibition, most hits filed as inhibitors. 230,000 tested, under 10 active. AID 1477; also: % of control where 0% means no effect
# Target sequence (Q01196 whole entry, looked up): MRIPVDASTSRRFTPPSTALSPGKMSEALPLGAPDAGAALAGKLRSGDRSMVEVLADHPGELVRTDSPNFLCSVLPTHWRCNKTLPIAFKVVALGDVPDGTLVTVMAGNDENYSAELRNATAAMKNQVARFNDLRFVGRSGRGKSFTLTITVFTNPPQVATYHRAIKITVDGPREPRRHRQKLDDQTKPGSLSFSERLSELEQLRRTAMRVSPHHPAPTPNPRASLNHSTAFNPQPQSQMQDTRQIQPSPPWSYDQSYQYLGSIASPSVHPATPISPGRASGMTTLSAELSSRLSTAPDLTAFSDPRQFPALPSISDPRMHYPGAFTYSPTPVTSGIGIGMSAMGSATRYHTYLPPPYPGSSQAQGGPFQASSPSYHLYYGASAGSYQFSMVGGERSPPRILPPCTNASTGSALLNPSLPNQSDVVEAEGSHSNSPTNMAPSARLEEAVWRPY
# Target sequence (Q13951 whole entry, looked up): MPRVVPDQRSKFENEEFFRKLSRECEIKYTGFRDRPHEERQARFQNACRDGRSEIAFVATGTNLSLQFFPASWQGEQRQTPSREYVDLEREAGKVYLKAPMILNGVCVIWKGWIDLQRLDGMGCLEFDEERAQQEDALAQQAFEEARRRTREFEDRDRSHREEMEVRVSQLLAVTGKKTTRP
#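 CBFb-His/RUNX1-biotin, 30 nM each, preincubated 20 min RT; compound 15 min RT; Ni + streptavidin beads 50 ng each, 90 min RT; AlphaScreen read.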
# IMPase Li cell: membrane-permeable IMPase blocker, potentiated with lithium. 210,000 compounds, 0.35% hits. Potency, µM (titrated, usually from 59.4 µM), for the others: top-dose activity, negative = IMPase inhibition, usual class: inhibitors. CHO-M1 cells, IP1 TR-FRET (IP-One), carbachol + lithium;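 also: IP1 builds up when IMPase is blocked and the TR-FRET signal falls; potency is read from the fitted curve at half-maximal effect; plate controls were basal vehicle for no effect and high inhibitor control for full effect; nearly all actives have a fitted effect of over 50% in size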
#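 Readout is a homogeneous TR-FRET IP1 immunoassay (Ex 320, Em 665 and 620), where raised cytosolic IP1 lowers signal. Cells were CHO-M1 treated 30 min at 37C with test compounds plus a little lithium; AC50 values came from Hill-equation fitting.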
# L3MBTL1 block: L3MBTL1 (human) inhibition | AlphaScreen L3MBTL1–H3K9me1 peptide binding | Potency, µM (series often up to 57.1 µM), for the others: top-dose activity, negative = inhibition, actives largely listed as inhibitors | 230,000 compounds, 0.66% hits; also: potency is read from the fitted curve at half-maximal effect; % is scaled to controls: 0 for no effect and ±100 for the full control effect; nearly all actives have a fitted effect of over 60% in size
#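 AlphaScreen proximity signal between nickel-chelate acceptor and streptavidin donor beads (final 10 ug/mL) reports binding of 50 nM L3MBTL1 to 75 nM biotin-H3 K9me1 peptide; complex incubated with compounds 30 min at room temperature; cefsulodin titration as control.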
# The depositor's hits bear a star; ? = inconclusive; / = no result given; & = joins results of further samples; [ ] = dose if it differs, or a comment. Calls follow the shape of the dose curve; as a rule, active = well fitted curve in the direction sought with a large enough effect; inconclusive = small, poorly fitted or top-dose-only effect, or another doubt; inactive = no such curve, though single readings can be large; an effect the other way counts as inactive or inconclusive.
SMILES,KinaseGlo FLuc,HttQ103 aggreg,NPSR antag,Epigenetic reg,CBFb RUNX1 block,IMPase Li cell,L3MBTL1 block
O=c1c(O)c(-c2ccc3c(c2)OCO3)oc2ccccc12,-6.0%,?,6.3%[46.1 µM],-1.1%,2.1%,-13.2%[38.3 µM],20.5%
COc1ccc(CCn2c(C(C)C)nc3c(c(=O)c4ccccc4n3C)c2=O)cc1,-0.1%,?,-11.0%,-1.0%,6.6%,18.6%,-10.8%
CC(=O)c1cccc(NC=C2C(=O)OC3(CCCCC3)OC2=O)c1,-2.7%,24.1%,?,1.4%,-1.6%,-5.4%[38.3 µM],0.8%
CCOC(=O)c1ccc(NC(=O)c2ccccc2)cc1,-4.9%,1.2%,-3.3%[46.1 µM],1.0%,0.8%,14.0%[38.3 µM],/
COc1ccc(OC)c(NC(=O)C2CC(C)=C(C)CC2C(=O)O)c1 (configuration not stated),-3.9%,11.5%,-1.9%[46.1 µM],-1.6%,2.7%,-10.6%[38.3 µM],-5.9%
O=C(N1CCCC1)C(F)(F)Oc1ccc(F)cc1,-6.2%,-7.0%,-2.3%,2.1%,-3.2%,-5.7%,-2.4%
CCOc1ccccc1NC(=O)CC1NCCNC1=O (configuration not stated),2.0%,13.7%,8.7%[46.1 µM],-0.2%,1.1%,-10.9%[38.3 µM],4.4%
CCc1nnc(NC(=O)c2nc3nc(C)cc(C)n3n2)s1,-2.3%,?,-22.6%[46.1 µM],-5.5%,-3.6%,46.0%[activator][38.3 µM],/
O=[N+]([O-])c1cccc(Nc2nc(Cl)nc(Cl)n2)c1,0.2%,-12.1%,17.8%,1.9%,-16.9%,-3.5%,/
COc1cc(-c2cc(C(F)(F)F)n3ncc(C(=O)O)c3n2)cc(OC)c1OC,-0.6%,20.3%,-3.8%[46.1 µM],0.0%,1.0%,6.2%[38.3 µM],-1.1%
O=C(NCCc1c[nH]c2ccccc12)/C(=C/c1cccnc1)NC(=O)c1ccco1,-0.3%,-6.1%[9.22 µM],-23.5%,1.5%,-3.2%,5.7%,-19.7%
CC(=O)N/N=C/c1cc([N+](=O)[O-])ccc1OCCOc1ccccc1,-0.6%,-6.2%,2.3%[46.1 µM],3.8%,8.5%,-15.9%[38.3 µM],-3.9%
CSc1nc(C)c2c(n1)OC(CN1C(=O)c3ccccc3C1=O)C2 (configuration not stated),8.7%,-10.2%,-9.2%[46.1 µM],-0.9%,-1.8%,25.0%[38.3 µM],3.0%
CS(=O)(=O)N1CCN(c2ccc(NC(=O)c3ccc([N+](=O)[O-])o3)cc2)CC1,/,?,-37.2%,?,-2.1%,-1.3%,/
c1nc(NC2CCNCC2)c2cc(-c3ccc4c(c3)OCO4)ccc2n1,-0.8%,/,/,-0.5%,/,3.0%,/
CCCCOC(=O)N1CCOCCOCCN(C(=O)OCCCC)CCOCCOCC1,6.6%,1.3%,1.9%[46.1 µM],-0.7%,-4.5%,1.9%[38.3 µM],-5.9%
CC1=NN(c2ccc(C)cc2)C(=O)/C1=C\C=C\c1ccccc1,-7.5%,2.7%,-36.8%,9.3%,-15.9%,14.2%,?
CC1CN(S(=O)(=O)c2cccc3nsnc23)CC(C)O1 (configuration not stated),2.4%,-16.1%,-14.9%[46.1 µM],-0.8%,-1.5%,2.5%,2.9%
COc1ccc(NC(=O)c2c3c(nc4ccccc24)CCC3)cc1,-0.4%,26.8%,-5.2%[46.1 µM],0.0%,2.2%,-8.5%[38.3 µM],3.2%
Nc1nc(NCCc2ccc(O)cc2)nc2nc(-c3ccco3)nn12,-1.2%,/,/,0.0%&1.0%,-1.9%,23.2%&17.0%,/
COc1ccc(C(=O)NCC(=O)OCc2ccc(F)cc2Cl)cc1OC,2.0%,18.3%,5.4%,0.0%,3.5%,-0.5%,0.1%
CN1C(=O)NC(NC(=O)C2CCCCC2)(C(F)(F)F)C1=O (configuration not stated),1.7%,6.0%,-9.5%[46.1 µM],-6.3%,6.7%,13.9%[38.3 µM],4.0%
CCNc1cc(S(=O)(=O)C(F)(F)F)ccc1N,4.3%,6.8%,0.6%,-0.9%,1.5%,-1.0%,-8.7%
Cc1sc2ncnc(SCC(=O)N(C)C3CCS(=O)(=O)C3)c2c1C (configuration not stated),-0.1%,5.3%,1.5%,-2.7%,5.3%,5.8%,-6.1%
CC(C)NC(=O)NC(=O)COC(=O)c1ccccc1O,3.1%,-6.1%,3.0%,6.3%,1.7%,-0.2%,0.8%
O=C(c1ccco1)N1CCN(c2ncnc3scc(-c4cccs4)c23)CC1,-1.7%,?,?,0.0%,-5.2%,36.9%[activator][38.3 µM],-8.6%
CCOc1ccc(NC(C)C(=O)N/N=C/c2cccs2)cc1 (configuration not stated),-2.1%,-8.7%,2.5%,-8.2%,-16.4%,7.6%,-2.3%
O=C(Nc1ccc(OCC(=O)N2CCOCC2)cc1)Nc1cccc2ccccc12,1.0%,-4.0%[9.22 µM],9.5%,-1.1%,-1.6%,0.3%,4.6%
Cc1cc(NC(=O)C2CC=CCC2C(=O)O)no1 (configuration not stated),2.3%,-17.4%,-9.9%[46.1 µM],1.1%,-15.2%,19.9%[38.3 µM],-3.1%
CC(=O)c1cccc(NC(=O)COC(=O)c2cccc(N3C(=O)c4ccccc4C3=O)c2)c1,2.3%,10.2%,2.2%,-1.1%,-24.3%,16.2%,-1.5%

# Molecules above that contain an aryl methoxy group (5):
SMILES,KinaseGlo FLuc,HttQ103 aggreg,NPSR antag,Epigenetic reg,CBFb RUNX1 block,IMPase Li cell,L3MBTL1 block
COc1ccc(CCn2c(C(C)C)nc3c(c(=O)c4ccccc4n3C)c2=O)cc1,-0.1%,?,-11.0%,-1.0%,6.6%,18.6%,-10.8%
COc1ccc(OC)c(NC(=O)C2CC(C)=C(C)CC2C(=O)O)c1 (configuration not stated),-3.9%,11.5%,-1.9%[46.1 µM],-1.6%,2.7%,-10.6%[38.3 µM],-5.9%
COc1cc(-c2cc(C(F)(F)F)n3ncc(C(=O)O)c3n2)cc(OC)c1OC,-0.6%,20.3%,-3.8%[46.1 µM],0.0%,1.0%,6.2%[38.3 µM],-1.1%
COc1ccc(NC(=O)c2c3c(nc4ccccc24)CCC3)cc1,-0.4%,26.8%,-5.2%[46.1 µM],0.0%,2.2%,-8.5%[38.3 µM],3.2%
COc1ccc(C(=O)NCC(=O)OCc2ccc(F)cc2Cl)cc1OC,2.0%,18.3%,5.4%,0.0%,3.5%,-0.5%,0.1%

# Next entries
SMILES,KinaseGlo FLuc,HttQ103 aggreg,NPSR antag,Epigenetic reg,CBFb RUNX1 block,IMPase Li cell,L3MBTL1 block
COc1ccc(C)cc1-n1nnnc1SCC1CCCCO1 (configuration not stated),-4.6%,3.3%[9.22 µM],?,2.4%,4.9%,4.9%[38.3 µM],9.4%
CN1CCc2c(sc3c2C(=O)NC(c2ccc(-c4cccc(Cl)c4)o2)N3)C1 (configuration not stated),/,0.3%[9.22 µM],6.5%,?,?,-1.6%,-16.1%
CN(CCCCCNC(=O)/C=N/O)Cc1ccccc1,1.4%,-2.5%,4.8%[46.1 µM],5.7%,-1.5%,9.9%,9.3%
O=C(Nc1ccccc1)O/N=C(\c1ccccc1)c1ccccn1,-1.8%,0.7%,-10.0%[46.1 µM],1.0%,-16.7%,-4.0%[38.3 µM],-5.9%
CCOC(=O)N1CCN(C(=O)c2cnc3n(c2=O)CCS3)CC1,-2.9%,-4.2%,5.9%[46.1 µM],-0.4%,2.3%,-1.0%[38.3 µM],8.2%
Clc1cc(Cl)cc(CN2CCSCC2)c1,/,8.5%[9.22 µM],-26.9%,-1.2%,-3.5%,/,55.3%[activator]
C=CCNC(=S)NNC(=O)c1ccc(OC(C)C)cc1,-1.6%,?,-13.8%[46.1 µM],2.6%,7.7%,-6.0%[38.3 µM],/
CCCCCCCCOC(=O)c1c(CSC(=N)N)n(C)c2cc(Br)c(OC(C)=O)cc12,/,6.3%[9.22 µM],?,-0.8%,7.1%,/,18.3%
CCN(CC)CCNC(=O)c1ccc(NC(=O)c2cn(-c3ccccc3)nc2-c2cccs2)cc1,-21.0%,?,-46.0%,-1.3%,8.9%,4.5%,-5.9%
CC(C)C[C@@H](CSc1ccc(Br)cc1)N1CCN(CC(C)C)CCC1=O,/,-0.6%[9.22 µM],-38.3%,-2.0%,8.6%,/,/
CCOC(=O)c1c(-c2ccccc2)csc1NC(=S)N(CC)CC,1.5%,-1.4%[9.22 µM],-22.9%,-1.0%,-1.7%,8.5%,11.7%
CCCOC(=O)Nc1cccc(C(C)=O)c1,-1.2%,4.6%,5.6%[46.1 µM],0.0%,-0.5%,-4.6%,13.4%
Cc1ccc(C)n1-c1ccc(C(=O)N/N=C/c2ccncc2)cc1,-2.9%,24.1%,-13.8%,4.1%,-22.0%,0.4%,-11.9%
c1ccc2c(c1)nnn2Cc1nnc2sc(-c3ccc4c(c3)OCCO4)nn12,2.8%,-0.3%,-23.4%[46.1 µM],0.0%,-0.1%,?,11.4%
CC(C)(C)[Si](OCC[C@@H]1C[C@@]1(C)[C@@H](NP(=O)(c1ccccc1)c1ccccc1)c1ccccc1)(c1ccccc1)c1ccccc1,-1.2%&0.4%,?,-9.5%,2.0%&4.1%,2.7%[2.36 µM],10.0%&-6.9%,1.8%
COCC(=O)Nc1ccc(Br)cc1,18.5%,1.2%,3.0%[46.1 µM],-1.0%,2.4%,16.7%[38.3 µM],/
CCOC(=O)c1ccccc1NC(=O)c1cccc([N+](=O)[O-])c1,-1.8%,0.3%,-12.2%,-0.9%,-9.9%,-0.8%,/
Cc1c(C)n(CC(O)CN(CCO)CCO)c2ccccc12 (configuration not stated),-1.3%,1.8%,21.2%,10.8%,0.7%,-8.0%,/
CCc1c(C)c2cc(Cl)c(O)c(CN(CC)CC)c2oc1=O,0.7%,-24.7%,-2.6%[46.1 µM],-1.1%,2.4%,?,5.2%
CC1CCCN(S(=O)(=O)c2ccc(NC(=O)Cn3nnc(-c4ccccc4F)n3)cc2)C1 (configuration not stated),1.0%,?,-23.3%[46.1 µM],-0.9%,4.6%,-7.8%[38.3 µM],5.0%
Cc1cc(NC(=O)c2cnn3cccnc23)n(-c2ccccc2)n1,2.0%,-28.4%,-0.5%[46.1 µM],0.0%,6.7%,1.4%,6.2%
CC(C)(C)NC(=O)CSc1nc(-c2ccccc2)cc(=O)[nH]1,-0.6%,1.1%[9.22 µM],-24.6%,4.4%,-4.0%,0.6%,0.3%
CN(C)C(C)(C)C#CC(O)(c1ccccc1)c1ccccc1,-2.6%,7.4%[9.22 µM],-2.4%,3.2%,4.4%,25.3%,1.1%
Cn1nc(-c2ccc(Cl)cc2)c2cc(C(=O)NCCCN3CCOCC3)sc21,-3.0%,6.6%,-15.1%[46.1 µM],0.8%,-0.9%,10.8%[38.3 µM],-0.1%

# Screening data from PubChem.

# Only part of the results is shown, so the mix of outcomes need not match the whole.
